# S3 lipid droplet: qHTS Assay for Lipid Storage Modulators in Drosophila S3 Cells | Drosophila S3 cells, BODIPY lipid droplet fluorescence, 18-24 h; cells fed with added oleic acid | lipid storage change, negative = inhibition, % at the top dose, mostly 46.1 µM; hits show Potency in µM | 320,000 tested, 0.64% active; active means well fitted inhibition curve with a large enough effect in the signal ratio, with a control signal flat, not every such curve was filed as active; inconclusive means small, poorly fitted or top-dose-only effect, or effect the other way, or a change in a side signal; the % refers to the signal ratio
#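 Drosophila S3 cells loaded with oleic acid (400 uM, as added) and compounds at several concentrations; lipid droplets imaged by 488-nm laser-scanning cytometry, 500–530 nm intensity and object ratio to cell channel. Percent activity normalized to 20 uM Triacsin C.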
# S3 lipid droplet cell count max: also measured in S3 lipid droplet; calls as there; cell number change, %; measured here: cell count max response;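 cells counted by Cell Tracker Red CMTPX staining in the red channel; peak over a dose series mostly up to 46.1 µM; percent activity relative to internal control wells on each plate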
# Numbers without * were called inactive; i = inactive; ? = inconclusive; . = no result given; [ ] = another dose, or the depositor's remark. On the % scale 0 is the no-effect control and ±100 the full control effect; potency means the concentration at half of the fitted maximal effect. Some of the compounds tested; the hit share may differ from the screen's.
Compound	S3 lipid droplet cell count max	S3 lipid droplet
O=C(OCC(=O)N1CCc2ccccc21)c1c2c(nc3ccccc13)CCCC2	-6	-9%
Cc1ccc(OCCSc2nc3ccccc3n2CC(=O)O)c(C(C)C)c1	9	-6%
COc1cc2c(cc1OC)C(c1cc3cccc(C)c3[nH]c1=O)N(C(=O)c1ccco1)CC2 (stereo not given)	.	?
O=C(NCC1CCCO1)c1cc(S(=O)(=O)Nc2ccc(Br)cc2)ccc1Cl (stereo not given)	16	13%[9.22 µM]
C/C(N)=C(/C#N)C(=O)CSc1nc2ccccc2c(=O)n1CCCOC(C)C	.	?
COc1ccc(C2CC(c3cccc(Cl)c3)n3nc(N)nc3N2)cc1 (stereo not given)	.	?
O=C(COC(=O)c1ccc(S(=O)(=O)C(F)F)cc1)Nc1cccnc1Cl	-12	-5%[0.0737 µM]
COCC1CCN(c2nc3nonc3nc2N2CCSCC2)C1 (stereo not given)	-4	19%
COC(=O)c1ccc(-c2noc(CN(Cc3ccncc3)CC3CCCO3)n2)cc1 (stereo not given)	.	?
N=c1c(S(=O)(=O)c2ccc(Br)cc2)cc2c(=O)n3ccccc3nc2n1C1CCCCC1	2	i
COc1cccc(NC(=O)CN(C)C(=O)/C=C/c2cn(-c3ccccc3)nc2-c2ccc(C)cc2)c1	.	?
COc1ccc(CNCC(O)(c2ccccc2)c2ccc(Cl)cc2)cc1 (stereo not given)	.	?
COc1ccc(-n2c(=S)[nH]c3cc(C(=O)NCCCN4CCOCC4)ccc3c2=O)c(OC)c1	-15	-5%
CCn1c(SCc2nc(-c3ccc(Cl)cc3)no2)nnc1-c1ccco1	.	?
O=C(NCc1cccs1)C1CCC(=O)N(Cc2cccc(C(F)(F)F)c2)C1 (stereo not given)	12	-28%
O=C(CSc1nnc(COc2cccc3ccccc23)o1)N1c2ccccc2CCc2ccccc21	.	?
COc1ccc(S(=O)(=O)N(CC(=O)N2CCOCC2)Cc2ccccc2)cc1C	.	i
Cn1cccc1C(=O)NCc1ccc(Cl)cc1	-10	i
CCCNC(=O)CCc1c(C)nc2c(c(C)nn2-c2ccc(C)cc2)c1C	.	?
CCCCCCn1c(N2CCC(C(N)=O)CC2)nc2c1c(=O)n(C)c(=O)n2C	-3	23%
CCCC(C(=O)NC1CCCC1)N(CC1CCCO1)C(=O)CNS(=O)(=O)c1ccccc1 (stereo not given)	.	?
COc1ccc(CNC(=O)COc2cccnc2[N+](=O)[O-])cc1OC	7	5%
COC(=O)c1ccc(NC(=O)CSCc2ccccc2)cc1	.	?
O=C1/C(=C\c2ccc(Br)cc2)SC(=S)N1NS(=O)(=O)c1ccccc1	10	i
Cc1ccccc1Nc1nnc(SCC(=O)c2ccc(O)cc2O)s1	.	?
CC(C)(CNS(C)(=O)=O)SCc1ccc(Cl)cc1	.	?
CCN(CC(=O)NC1CC1)S(=O)(=O)c1ccc(OC)cc1	.	?
Cc1ccc(C)c(N2CCN(C(=O)CN(C)S(=O)(=O)c3cnc[nH]3)CC2)c1	1	i
COC(=O)Nc1nnc(CCc2ccccc2)s1	.	i
COc1ccc(NC(=O)CS(=O)(=O)c2ccc(C)cc2)c(OC)c1	-14	20%
Cc1ccc(CNC(=O)CCNC(=O)N2CCn3c2nc2ccccc23)cc1	.	?
Cc1ccc(N(CC(=O)NC2CCCC2)C(=O)CCCC(=O)Nc2ccccn2)cc1C	.	?
CCOc1cc(C2C(C(=O)OCC(C)C)=C(C)N=C3SCCC(=O)N32)ccc1OC(C)=O (stereo not given)	-4	1%
COc1cc2nc(SCC(=O)c3ccc(Br)cc3)n3nc(C)nc3c2cc1OC	.	?
CCOc1ccc(CCNC(=O)c2nnc(Cc3ccc(F)cc3)o2)cc1OCC	-2	5%
O=C(Nc1ccc(Cl)c(Cl)c1)N1CCSCC1	.	?
COc1ccc(Oc2nc3c(c(=O)n(C)c(=O)n3C)n2C)cc1	-9	18%
CC1CC2=C(CC1/C=N/NC(N)=S)C(C)(C)CCC2 (stereo not given)	.	?
O=C(c1ccc(Cl)cc1)[C@@H]1[C@@H]2C(=O)N(c3ccc(Cl)cc3)C(=O)[C@@H]2C2c3ccccc3C=NN21 (stereo not given in full)	.	i
O=C(COc1ccccc1Cl)NC(=S)N1CCc2ccccc21	-3	10%
CC(C)=CCCC(C)CN1CCC(n2nccc2NC(=O)C2CCCC2)CC1 (stereo not given)	.	?
COc1ccc(CNC(=O)N2CCN(c3ccc(F)cc3)CC2)cc1	10	15%
CC(NC(=O)Cc1ccccc1)c1ccc(F)cc1 (stereo not given)	4	-1%
CCOC(=O)C1CCN(CC(O)COCc2cccs2)CC1 (stereo not given)	9	i
C/C(CC(=O)Nc1cccc(Cl)c1C)=N\NC(=O)Cc1csc(N)n1	22	-3%
Cc1cc2c(cc1S(=O)(=O)CCC(=O)NCCc1ccccc1)OCC(=O)N2	.	?
COc1ccc(CNS(=O)(=O)c2ccc(S(=O)(=O)N3CCCCC3)cc2)cc1	1	9%
Cc1cc2ccccn2c1C(=O)c1ccncc1	.	-26%
CC(=O)Nc1ccc2c(c1)c1ccccc1n2C(C)=O	.	?
COc1ccc(/C=N/NC(=O)Cn2cnc3ccccc3c2=O)cc1	.	?
CN(C)CCCNc1ccc(-c2n[nH]c(=O)c3ccccc23)cc1[N+](=O)[O-]	.	?
N#Cc1cccnc1N1CCC(C(N)=O)CC1	-30	-29%
Cn1c(=O)c2c(nc(CN3CCN(C(=O)c4ccco4)CC3)n2CCc2ccccc2)n(C)c1=O	.	?
Cc1ccc(C(=O)OCc2nc(N)nc(Nc3ccccc3C)n2)cc1	.	?
O=C(O)c1cc(-c2ccccc2)n(-c2ccc(Cl)cc2)n1	.	?
COc1ccc(NC(=O)c2cc(S(=O)(=O)N3CCS(=O)(=O)CC3)ccc2Cl)cc1	-3	10%
COc1ccc2[nH]c(C(=O)Nc3cccc(C)n3)cc2c1	.	?
OC1CCCN(CC(O)COC(c2ccccc2)c2ccccc2)C1 (stereo not given)	4	12%
Cc1[nH]n(-c2ccccc2)c(=O)c1/C=N/NC(=O)c1ccoc1C	-14	14%
Cc1nc2cc(NC(=O)Nc3ccc(Br)cc3)ccc2o1	10	10%

# Three compounds already listed, sorted by the value under S3 lipid droplet cell count max, descending.
Compound	S3 lipid droplet cell count max
O=C(NCc1cccs1)C1CCC(=O)N(Cc2cccc(C(F)(F)F)c2)C1 (stereo not given)	12
Cc1nc2cc(NC(=O)Nc3ccc(Br)cc3)ccc2o1	10
COc1ccc(CNS(=O)(=O)c2ccc(S(=O)(=O)N3CCCCC3)cc2)cc1	1

# Next structures:
Compound	S3 lipid droplet cell count max	S3 lipid droplet
COC(=O)C(C)N1C(=O)S/C(=C\c2cc(C)n(-c3ccccn3)c2C)C1=O (stereo not given)	.	?
CCOC(=O)c1c(-c2ccccc2)csc1NC(=S)NC	.	?
Cc1ccc(CNC(=O)CCc2nc(-c3cccs3)no2)cc1	.	?
COc1ccc(-n2c(SCC(=O)N3CCCC(C)C3)nnc2-c2cccnc2)cc1 (stereo not given)	-1	11%
O=C1CC(c2ccccc2)=NN1c1nc(-c2ccccc2)cs1	.	?
Cc1cc(C(=O)Nc2ccncc2)ccc1[N+](=O)[O-]	-15	-13%
CCOC(=O)C1(CC2CCCCO2)CCN(S(=O)(=O)c2ccccc2)CC1 (stereo not given)	-2	-22%
CC1=C(C(=O)OCC(C)C)C(c2ccccc2Cl)NC(=O)N1C (stereo not given)	12	-1%
O=C(CCN1C(=O)c2ccccc2C1=O)N1CCCCCC1	8	i
Cc1ccc(NC(=O)c2cc(NC(=O)CCCC(=O)O)ccc2Cl)cc1Cl	-2	-2%
COc1ccc(NS(=O)(=O)c2ccc3c(c2)NC(=O)CC(=O)N3)cc1OC	.	?
CCn1nnnc1-c1ccc(OC)c(S(=O)(=O)Nc2ccc(OC)cc2)c1	-17	i
COc1ccc(C(C)(C)C)cc1NC(=O)C1CCCO1 (stereo not given)	.	?
COc1ccccc1OCC#CCNC1CCCCC1C (stereo not given)	.	i
O=C(OCC(=O)N1CCCC1)c1ccccc1C(=O)c1ccccc1	.	?

# The last seven records of the part before open the next one:
Compound	S3 lipid droplet cell count max	S3 lipid droplet
O=C(CCN1C(=O)c2ccccc2C1=O)N1CCCCCC1	8	i
Cc1ccc(NC(=O)c2cc(NC(=O)CCCC(=O)O)ccc2Cl)cc1Cl	-2	-2%
COc1ccc(NS(=O)(=O)c2ccc3c(c2)NC(=O)CC(=O)N3)cc1OC	.	?
CCn1nnnc1-c1ccc(OC)c(S(=O)(=O)Nc2ccc(OC)cc2)c1	-17	i
COc1ccc(C(C)(C)C)cc1NC(=O)C1CCCO1 (stereo not given)	.	?
COc1ccccc1OCC#CCNC1CCCCC1C (stereo not given)	.	i
O=C(OCC(=O)N1CCCC1)c1ccccc1C(=O)c1ccccc1	.	?
Cc1cc2oc(C(=O)Nc3ccc(S(=O)(=O)N4CCCC(C)C4)cc3)cc(=O)c2cc1Cl (stereo not given)	-14	16%
Cc1c(C(=O)NC(C)c2ccncc2)oc2ccccc12 (stereo not given)	.	?
O=C1C(C=Nc2ccc(F)cc2)=C(O)c2ccccc21	-7	-5%
COc1ccc(C2C3=C(CC(C)(C)CC3=O)OC(N)=C2[N+](=O)[O-])cc1 (stereo not given)	-22	-7%
O=C(NCC1CCCO1)c1ccc2c(=O)n(-c3ccccc3)c(=S)[nH]c2c1 (stereo not given)	0	1%
O=S(=O)(NCc1cccnc1)c1cccn1-c1ncc(C(F)(F)F)cc1Cl	.	?
O=C(c1cccnc1)N1N=C(c2cccs2)CC1c1ccc(F)cc1 (stereo not given)	-1	-3%
COc1ccc(OCc2nn3c(-c4cccc(OC)c4)nnc3s2)cc1	.	?
Cc1nnc(NC(=O)CSc2nnc(CC(=O)Nc3ccccc3C)n2C)s1	12	-14%
CCCN(CCC)C(=O)CSc1nc2ccccc2c(=O)n1C1CCCC1	.	?
CCN(CC)S(=O)(=O)c1ccc2c(c1)N(CC(=O)Nc1ccc(NC(C)=O)cc1)C(=O)CO2	4	i
COc1ccc(NC(=O)NC2CCCCCCC2)c(OC)c1	-1	i
CCc1ccc(NC(=O)CC2C(=O)Nc3c2c(=O)n(C)c(=O)n3C)cc1 (stereo not given)	-13	1%
CCOC(=O)C1=C(CN2c3ccccc3CC2C)NC(=O)NC1c1ccccc1 (stereo not given)	-5	6%
COc1cc(S(=O)(=O)N2CCOCC2)ccc1F	.	?
COC(=O)c1ccc(-n2c(C)cc(/C=N/n3cnnc3)c2C)cc1	.	?
COc1ccc(NC(=O)CN2C(=O)NC(C)(c3ccccc3)C2=O)c(OC)c1 (stereo not given)	.	?
O=[N+]([O-])c1ccc(-c2nc3ccc([N+](=O)[O-])cc3[nH]2)cc1	.	?
Nn1c(SCC(=O)NC2CCCCC2)nnc1-c1ccco1	.	?
CC(C)(C)C(C(Oc1ccc(Cl)cc1)n1cncn1)n1nnnc1C(c1cccc(Cl)c1)N1CCCCC1 (stereo not given)	.	?
Cc1ccccc1NC(=O)C1CCCN1/C=C/C(=O)C(F)(F)F (stereo not given)	-1	2%
NC(=O)c1ccccc1NC(=O)CC1(CC(=O)O)CCCC1	-29	i
O=C(Oc1oc(-c2ccco2)nc1C=Nc1ccc(Cl)cc1)c1ccco1	.	8%
Cc1cc(NC(=O)c2cccc3ccccc23)cc(C)c1OCC(=O)N1CCOCC1	.	?
Cc1nnc2sc(COc3ccccc3)nn2c1=O	21	1%
COC(=O)c1cc(S(=O)(=O)N2CCCCC2C)c[nH]1 (stereo not given)	.	?
COCCOC(=O)c1c(C)n(C)c2ccc(OC(=O)c3ccccc3F)cc12	2	7%
O=C(CN1CCCCCC1)N/N=C/c1cccc(Cl)c1	.	?
COC(=O)c1ccc(N2CCN(C(C)=O)CC2)c(NC(=O)c2cccnc2)c1	.	?
OCC[C@@H]1C[C@@H](O)[C@H](O)[C@]2(CCc3ccccc3CO2)O1	.	?
S=C(NCCc1ccncc1)Nc1cccc2ccccc12	8	8%
CN1CCN(C(=O)/C=C/c2ccc(Cl)c(Cl)c2)CC1	22	24%
CCc1ccccc1N(CC)C(=O)CCc1nc(-c2ccc(C)cc2)no1	.	?
COC(=O)c1cccc(NC(=O)c2cc3sccc3n2C)c1	.	?
COc1ccc2c(c1)c(C(O)CN1CCN(Cc3ccc4c(c3)OCO4)CC1)c(C)n2C (stereo not given)	1	0%
c1cnc(NCCNc2ncccn2)nc1	.	?
CN1CCN(S(=O)(=O)c2ccc(N3CCN(S(=O)(=O)/C=C/c4ccccc4)CC3)nc2)CC1	.	?
Cc1nnc2ccc(N3CCN(C(=O)c4ccccc4)CC3)nn12	.	?
O=C(O)c1ccc(NS(=O)(=O)c2ccc3c(c2)C2C=CCC2C(c2ccccc2F)N3)cc1 (stereo not given)	6	20%
c1ccc(-n2ncc3cccnc32)cc1	1	3%
COc1cc(CC(=O)NC2CCCc3ccccc32)cc(OC)c1OC (stereo not given)	.	?
Cc1noc(C)c1CSc1nc2ccccc2s1	.	?
O=C(CCNC(=O)c1ccccc1)NCc1ccccc1F	.	?

# Screening data deposited in PubChem BioAssay by National Center for Advancing Translational Sciences (NCATS).
